# From PubChem
# RSV antiviral HEp-2: inhibition of RSV-induced cytopathic effect – HEp-2 cells, primary 10 µM value included (AID 2391); 310,000 tested, 0.13% active; HEp-2 cells, RSV-induced CPE inhibition; higher % means a stronger effect; CPE inhibition, % at 10 µM, or IC50 in µM where a hit was titrated; in the data active = a potency from the dose series; note: strong numbers were not always called active
# NS5 inhibitors: Dengue-2 NS5 methyltransferase inhibitors, primary screen, biochemical, confirmation dose response (AID 588689); Dengue-2 NS5 methyltransferase capping enzyme assay, biochemical; higher % means a stronger effect; inhibition, % at 25 µM; hits with a dose series show IC50 in µM; 340,000 tested, 0.3% active; in the data active = a potency from the dose series
# LYP phosphatase: inhibitors of LYP phosphatase, biochemical, fluorescence intensity, uHTS (AID 1779). recombinant LYP phosphatase, fluorescence intensity; higher % means a stronger effect. inhibition, % at 11.5 µM; hits with a dose series show IC50 in µM. 290,000 tested, 0.054% active; in the data active = inhibition above about 50%;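 note: plate controls were vehicle with enzyme for no effect and no enzyme for full effect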
# Rac1 GTP hydrolysis: MgcRacGAP GTPase-activating activity inhibitors, confirmation, biochemical, ADP Hunter fluorescence | MgcRacGAP-stimulated Rac1 GTP hydrolysis, ADP Hunter fluorescence; higher % means a stronger effect; GST-tagged Rac1 F28L mutant substrate | inhibition, % at 30 µM, or IC50 in µM where a hit was titrated | 340,000 tested, 0.6% active | AID 624330;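 active = first-screen hits whose inhibition reached a set limit at any dose in the follow-up dose series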;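 note: fluorescence reports GDP produced by GAP-driven GTP hydrolysis; strong numbers were not always called active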
# PhoP inhibition: inhibitors of PhoP regulon expression, primary screen, Salmonella Typhimurium, GFP reporter (AID 1863) | 300,000 tested, 0.16% active | inhibition, % at 50 µM; hits with a dose series show IC50 in µM | S. Typhimurium PhoP-regulated promoter GFP reporter, 4 h; higher % means a stronger effect;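 active = inhibition over 29.93%, a cutoff 3 SD above the screen mean, later confirmed by dose response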;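 note: 0% = low Mg2+ inducing control and 100% = high Mg2+ repressing control; strong numbers were not always called active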
# West Nile antiviral: West Nile virus antiviral activity, cell-based, CPE readout (AID 1621) | West Nile virus-infected cells, CPE inhibition; higher % means a stronger effect | one-dose CPE inhibition, % at 10 µM; IC50 in µM for titrated hits | 290,000 tested, 0.02% active; in the data active = a potency from the dose series; note: strong numbers were not always called active
# GPR35 arrestin U2OS: inhibition of zaprinast-stimulated GPR35 beta-arrestin translocation – imaging, U2OS, beta-arrestin-GFP, zaprinast agonist, primary screen (AID 2058); U2OS GPR35 beta-arrestin-GFP translocation imaging, zaprinast antagonism; higher % means a stronger effect; one-dose inhibition, % at 10 µM; IC50 in µM for titrated hits; 290,000 tested, 0.052% active;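 active = inhibition of at least 50% with at least 30 cells and total cytoplasm GFP at most 10,000,000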
# SV40 large T antigen: TAg ATPase/helicase activity blockers – biochemical (AID 1903) | inhibition, % at 20 µM; hits with a dose series show IC50 in µM | 310,000 tested, 0.39% active | SV40 large T antigen ATPase/helicase inhibition assay; higher % means a stronger effect; in the data active = a potency from the dose series; note: strong numbers were not always called active
# ER stress rescue: protection against thapsigargin-triggered cell killing – 384-well, CSM14.1, ATP luminescence, primary screen (AID 1222). CSM14.1 thapsigargin-induced death rescue, ATP luminescence; higher % means a stronger effect. 190,000 tested, under 10 active. cellular ATP content (survival), % at 20 µM; hits with a dose series show EC50 in µM;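 active = EC50 below 50 µM in the dose-response confirmation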;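 note: death triggered by thapsigargin at about 15 µM added after 2 h compound pretreatment; cell ATP read after overnight thapsigargin exposure of roughly 18 to 22 hours; normalized against plate controls of thapsigargin alone and 5% DMSO vehicle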
# NS5 inhibitors pilot replicate: also measured in NS5 inhibitors; calls as there; inhibition, %; measured here: pilot screen replicate inhibition
# Numbers without * were called inactive; x = no result given; & = joins results of further samples.
SMILES,RSV antiviral HEp-2,NS5 inhibitors,LYP phosphatase,Rac1 GTP hydrolysis,PhoP inhibition,West Nile antiviral,GPR35 arrestin U2OS,SV40 large T antigen,ER stress rescue,others
C=CCNC(=S)Nc1cccc2ccccc12,3.5%,-3%,-3%,7%,5%,1.4%,-8%,1%,-2.1%,
NC(=O)CN1C(=O)C(O)(CC(=O)/C=C\c2ccc3c(c2)OCO3)c2ccccc21 (stereo not drawn),-0.6%,-8%,-12%,-1%,-5%,-0.1%,0%,7%,0.5%,
COc1ccc(OC)c(NC(=O)C(=O)NNC(=O)C23CC4CC(CC(C4)C2)C3)c1,1.1%,x,3%,x,-1%,1.9%,-10%,8%,x,
COc1cccc(N2C(=O)C3CCCN3C2=S)c1 (stereo not drawn),0.0%,3%,-8%,2%,-3%,-0.3%,-7%,-1%,x,
O=C(NCc1ccc(F)cc1)C1CCN(S(=O)(=O)N2CCCC2)CC1,-0.4%,-7%,-9%,1%,8%,1.6%,-12%,2%,0.2%,
COc1cccc(Oc2c(C)oc3c(CN4CCCCC4)c(O)ccc3c2=O)c1,0.9%,-5%,-10%,-1%,0%,0.8%,19%,15%,x,
O=C1NC(=S)N/C1=C/c1cccc([N+](=O)[O-])c1O,1.1%,-7%,3%,4%,-13%,0.1%,-12%,3%,0.5%,
CCCc1cc(=O)oc2cc(C)cc(OCC(=O)NCc3ccncc3)c12,1.3%,-3%,-14%,5%,-1%,-0.8%,-6%,8%,x,
O=C(O)C(c1ccccc1)N1C(=O)c2cccc3cccc(c23)C1=O (stereo not drawn),2.4%,-1%,-4%,6%,-2%,0.9%,-2%,11%,x,
Cc1ccc(S(=O)(=O)NC(N)=NCCc2ccc(Cl)cc2)cc1,11%,-8%,-4%,5%,14%,-1.1%,-16%,1%,-0.6%,
O=C(NCc1ccccc1F)C1CCCN(S(=O)(=O)c2ccc(-n3cnnn3)cc2)C1 (stereo not drawn),0.1%,-3%,-1%,0%,5%,-0.2%,-6%,-4%,x,
O=C(NCc1ccc2c(c1)OCO2)c1cccs1,-0.1%,-12%,-8%,5%,11%,x,5%,18%,0.0%,
Oc1ccc(/C=N/NC2=NCCCCC2)cc1,0.1%,1%,-2%,15%,24%,1.0%,-4%,25%,-1.1%,
O=C(O)c1ccc(N=Cc2nc(-c3ccco3)oc2O)cc1,2.0%,-26%,-4%,12%,-6%,-0.4%,-16%,5%,0.0%,
CC(=O)N/C(=C\c1ccccc1)C(=O)OCC(=O)N(C)C1CCCCC1,1.5%,0%,0%,9%,13%,-0.3%,30%,9%,-0.8%,
O=C(NCCCN1CCN(c2ccccc2F)CC1)C1CCN(S(=O)(=O)c2cccs2)CC1,-1.6%,-1%,-7%,3%,15%,-1.2%,4%,8%,-0.5%,
O=C(CCC(=O)c1ccccc1)NCCc1c[nH]c2ccccc12,2.0%,-9%,1%,4%,-3%,-0.5%,-10%,4%,-0.6%,
COc1ccccc1N(CC(=O)Nc1ccc(F)c(F)c1)S(C)(=O)=O,0.1%,0%,0%,5%,-12%,-1.2%,-6%,3%,x,
O=c1[nH]c2ccccc2n1CCCSCCCn1c(=O)[nH]c2ccccc21,1.9%,-5%,-10%,2%,4%,-0.3%,-1%,24%,-1.2%,NS5 inhibitors pilot replicate=2.6
CCOC(=O)c1c(C)n(C)c2ccc(OCC(O)Cn3nc(C)c(Br)c3C)cc12 (stereo not drawn),52%,5%,5%,8%,-8%,-0.4%,-10%,17%,-1.4%,

# Among those listed so far, these contain fluorine:
SMILES,RSV antiviral HEp-2,NS5 inhibitors,LYP phosphatase,Rac1 GTP hydrolysis,PhoP inhibition,West Nile antiviral,GPR35 arrestin U2OS,SV40 large T antigen,ER stress rescue,others
O=C(NCc1ccc(F)cc1)C1CCN(S(=O)(=O)N2CCCC2)CC1,-0.4%,-7%,-9%,1%,8%,1.6%,-12%,2%,0.2%,
O=C(NCc1ccccc1F)C1CCCN(S(=O)(=O)c2ccc(-n3cnnn3)cc2)C1 (stereo not drawn),0.1%,-3%,-1%,0%,5%,-0.2%,-6%,-4%,x,
O=C(NCCCN1CCN(c2ccccc2F)CC1)C1CCN(S(=O)(=O)c2cccs2)CC1,-1.6%,-1%,-7%,3%,15%,-1.2%,4%,8%,-0.5%,
COc1ccccc1N(CC(=O)Nc1ccc(F)c(F)c1)S(C)(=O)=O,0.1%,0%,0%,5%,-12%,-1.2%,-6%,3%,x,

# Next compounds:
SMILES,RSV antiviral HEp-2,NS5 inhibitors,LYP phosphatase,Rac1 GTP hydrolysis,PhoP inhibition,West Nile antiviral,GPR35 arrestin U2OS,SV40 large T antigen,ER stress rescue,others
O=C(NCc1ccc(F)c(F)c1)C1CCC(=O)N(CC2CCCCC2)C1 (stereo not drawn),0.0%,0%,-1%,4%,-6%,0.0%,-1%,7%,x,
Cc1ccc(C(=O)NCC(=O)OCC(=O)NC(C)c2ccccc2)s1 (stereo not drawn),2.8%,-11%,-1%,0%,4%,0.4%,-4%,24%,-1.2%,
O=C(Nc1cccc(S(=O)(=O)N2CCCCC2)c1)C1CCC1,6.7%,-4%,x,3%,2%,x,x,3%,x,
N#Cc1c(Sc2ncc(C(F)(F)F)cc2Cl)nsc1C/C=N\OCc1c(F)cccc1Cl,-0.7%,-40%,-3%,10%,-2%,-0.3%,-9%,8%,-1.5%,
CNS(=O)(=O)c1cc(S(=O)(=O)NC)c2cccc3c2c1NC3=O,1.0%,-2%,-8%,-4%,13%,-0.2%,3%,5%,x,
COC(=O)C1C(c2ccc(OC)cc2)NC(=O)NC1(O)C(F)(F)Cl (stereo not drawn),2.0%,3%,1%,0%,-6%,-0.6%,-1%,0%,-0.5%,
CC(C)COC(=O)OCN1C(=O)CN(CCN2CC(=O)N(COC(=O)OCC(C)C)C(=O)C2)CC1=O,0.2%,-1%,x,-6%,-6%,x,x,4%,x,
Cc1nc2ccccc2n1CC(=O)OCC(=O)NCc1ccccc1,-0.4%,-1%,-4%,8%,7%,-0.1%,-17%,6%,2.1%,
Cc1ccc(CNC(=O)C2CC(c3ccccc3F)=NO2)cc1 (stereo not drawn),4.7%,-1%,-7%,7%,-2%,-0.3%,8%,5%,x,
Cc1ccc(NC(=S)NNC(=O)Nc2ccccc2)cc1,0.5%,-5%,-4%,11%,8%,-0.4%,8%,18%,-1.4%,
Cc1ccc2nc(NCCO)nc(-c3ccccc3)c2c1,8.7%,1%,-12%,6%,-8%,x,-16%,25%,1.8%,NS5 inhibitors pilot replicate=3.3
Cc1ccccc1NC(=O)Cc1nc(COC(=O)c2cccc(C)c2O)cs1,3.5%,-3%,-9%,10%,5%,-0.2%,-8%,9%,x,
O=C(CCc1[nH]c2ccccc2c1Sc1ccccc1)NCCO,4.6%,-2%,-12%,2%,0%,-0.9%,1%,18%,-2.8%,
Cc1ccc(C)c(OCCCC(C)(C)C(=O)O)c1,0.2%,0%,-4%,3%,4%&-6%,0.1%,4%,22%&17%,2.5%,
Cc1ccccc1CS(=O)(=O)Cc1ccc(C(=O)NCCCN2CCCC2=O)o1,3.2%,3%,-6%,-3%,-3%,x,-10%,10%,-2.0%,
Cc1ccc(/C=N/NC(=O)CCn2nc(C)cc2C)c(C)c1,1.8%,-1%,8%,1%,-5%,0.0%,-6%,11%,-1.3%,
CCCCC(=O)Nc1nn(CC(C)C)c2nc3ccccc3cc12,1.5%,-3%,-5%,-1%,1%,-0.8%,-7%,4%,0.0%,
CCN(CC)CCCN1C(=O)C(O)=C(C(=O)c2ccco2)C1c1ccc(C)o1 (stereo not drawn),1.7%,3%,x,-1%,x,0.1%,x,x,x,
O=C(CNCc1ccc(Cl)cc1)Nc1ccc(C(=O)N2CCCCC2)cc1,2.4%,-7%,-6%,16%,13%,-1.1%,27%,-4%,x,
CCN(C(=O)c1ccc2c(=O)n3c(nc2c1)CCCCC3)c1cc(OC)ccc1OC,0.5%,-4%,-10%,-5%,6%,-0.9%,-9%,2%,x,
Cc1cc(NC(=O)c2cccnc2)ccc1Br,4.1%,-1%,-6%,13%,-8%,-0.5%,-16%,14%,x,
CCOC(=O)c1c(NC(=O)COC(=O)Cn2c(C(F)(F)F)nc3ccccc32)sc(C)c1C,18%,-6%,-10%,2%,3%,1.3%,9%,2%,0.1%,
O=C(O)CCN1C(=O)C2C3CC(C2C1=O)C1C(c2ccccc2)c2sc(=O)n(-c4ccccc4)c2SC31 (stereo not drawn),-0.9%,x,-2%,-3%,5%,0.2%,-8%,7%,0.3%,
CCCc1cc(C(=O)NNC(=S)NC(C)c2ccccc2)cs1 (stereo not drawn),-0.2%,-14%,-1%,5%,29%,-0.2%,21%,14%,-0.6%,
O=C(/C=C/c1ccccc1)Nc1cc(C(=O)O)cc(C(=O)O)c1,1.6%,0%,-2%,14%,6%,1.5%,-10%,8%,-1.5%,
Cc1nc2ccc(S(=O)(=O)NCC(=O)N3CCN(c4ccccc4)CC3)cc2s1,2.1%,-10%,-1%,10%,-4%,-0.3%,-2%,25%,-0.4%,
COc1ccc(CCNC(=O)CCS(=O)(=O)c2cccc3nsnc23)cc1OC,1.0%,-6%,2%,0%,-6%,-0.3%,-11%,9%,-1.8%,
O=C(CSc1nnc(CNc2ccc(F)cc2)n1Cc1ccccc1)NCc1ccco1,2.1%,1%,-6%,3%,3%,-0.2%,-6%,11%,8.5%,
Cc1ccc(N(CC(=O)NC(C)(C)C)C(=O)CS(=O)CC(=O)Nc2ccc(F)cc2)cc1 (stereo not drawn),0.2%,-5%,-12%,2%,-5%,0.3%,-10%,29%,0.9%,
O=C(CCNS(=O)(=O)c1cccc2nonc12)NC1CCCc2ccccc21 (stereo not drawn),2.2%,3%,-6%,6%,-11%,-0.2%,-7%,1%,-2.9%,
CCCOc1cccc(C(=O)Nc2cccc(NC(=O)c3ccco3)c2)c1,6.9%,-5%,-8%,1%,16%,x,15%,1%,-0.3%,
CC(=O)N1N=C(c2ccco2)CC1c1cccs1 (stereo not drawn),2.2%,-3%,-6%,5%,-4%,0.2%,-21%,11%,-0.8%,
COc1ccc(-c2cc(C(F)(F)F)n3ncc(C(=O)N4CCc5ccccc5C4)c3n2)cc1,14%,2%,6%,1%,-2%,-0.1%,6%,1%,5.2%,
CN(C)CCCN(C(=O)c1ccco1)c1nc2c(F)cc(F)cc2s1,-1.8%,3%,-1%,12%,-11%,0.2%,17%,7%,-3.6%,
CCOc1ccccc1-n1c(C)nc2cc(C(=O)O)ccc21,0.9%,1%,-8%,3%,0%,0.8%,-6%,19%,-5.0%,
COc1ccc(CC(C#N)(CO)c2nc3ccccc3[nH]2)cc1 (stereo not drawn),3.9%,-4%,1%,6%,-7%,-0.8%,1%,17%,0.6%,
CCOC(=O)C1CCN(S(=O)(=O)c2ccc3c(c2)CCN3C(C)=O)CC1,1.5%,0%,-14%,18%,1%,-0.1%,2%,-16%,x,
CCCOc1ccc(N)cc1N,0.2%,27%,-7%,19%,-14%,x,4%,-4%,-1.6%,
Cc1cc(NS(=O)(=O)c2ccc(NC(=O)c3cc4ccccc4o3)cc2)nc(C)n1,2.1%,-9%,2%,11%,8%,0.2%,3%,9%,-3.3%,

# Outcome played no part in choosing rows. About 1.5% of those tested had a hit in this group.
